# Compound activity: PubChem BioAssay, NCI
# NCI-60 one-dose screen, 48 h, at 10 µM unless noted. Numbers give growth in % (100 = growth as untreated, 0 = no growth, -100 = all killed).
# UACC-257: UACC-257 melanoma; 4.4% of 78,000 active; AID 1794764
# T-47D: T-47D breast cancer; 5% of 79,000 active; AID 1794792
# LOX IMVI: LOX IMVI melanoma. AID 1794757. 7.4% of 79,000 active
# MALME-3M: MALME-3M melanoma; AID 1794766; 5.8% of 78,000 active
# HS 578T: HS 578T breast cancer; 4.1% of 78,000 active; AID 1794788
# UACC-62: UACC-62 melanoma | 5.4% of 81,000 active | AID 1794756
# BT-549: BT-549 breast cancer; AID 1794793; 4.4% of 78,000 active
# SK-MEL-2: SK-MEL-2 melanoma. 4.7% of 77,000 active. AID 1794763
# * marks the source's active call; other numbers are inactive results; nt = not tested or not shown; & = joins results of further samples. The calls were made as follows: active = growth percent below 10; inactive = the rest. Compounds were not picked by outcome; any-hit rate near 11%.
SMILES,UACC-257,T-47D,LOX IMVI,MALME-3M,HS 578T,UACC-62,BT-549,SK-MEL-2
C/C(Cc1ccc(Cl)cc1)=C(/c1ccc(Cl)cc1)c1ccc(OCCN2CCCCCC2)cc1,91,74,nt,89,89,100,104,98
COC(=O)C[C@](O)(CCCC(C)(C)O)C(=O)O[C@@H]1C(OC)=C[C@]23CCC(=O)N2CCc2cc4c(cc2[C@H]13)OCO4,109,98,103,109,94,106,111,112
CCCCCCCCCCCCNC(=O)COCc1ccccc1,100,95,90,104,99,86,102,113
Cc1cc(C)cc(NC(=O)CSc2nnc(-c3ccc(NC(=O)c4cccnc4)cc3)o2)c1,106,70,98,100,99,101,125,107
NC(N)=N/N=C/c1ccncc1,112,98,102,94,98,97,94,115
CN(C)c1ccc(/C=N/NC(=O)c2ccc(NC(=O)c3ccccn3)cc2)cc1,105,92,87,106,110,102,108,99
CC(Cl)(CCl)CS(=O)(=O)c1ccc(Cl)cc1 (configuration not stated),87,113,101,114,97,100,105,99
COc1cc(-c2nc(-c3nc4cc(C(=O)c5ccccc5)ccc4[nH]3)cc3c2[nH]c2ccccc23)cc(OC)c1OC,109,89,85,102,96,76,80,87
O=S(=O)(Oc1ccc(-c2ccc3occc3c2)cc1)c1ccc(F)cc1,106,86,100,102,107,79,117,100
O=C(NCCCN1CCCCC1)c1ccc(-c2nc3ccc4[nH]ncc4c3c3c2CCCC3)cc1,97,87,48,71,14,63,31,81
O=S(=O)(O)c1cc2onnc2c2ccccc12,109,109,103,126,113,102,118,120
CC1(C)CC(=O)C(CC(=O)c2ccccc2)=C(NN=C(N)N)C1,98,98,94,102,100,105,105,105
COc1ccc(C(=O)/C=C/c2ccc(Cl)cc2)cc1S(=O)(=O)NNC(=O)c1ccncc1,104,96,81,114,101,101,106,109
C=C1C(=O)O[C@H]2[C@H]1CC/C(C=Nc1ccncc1N)=C\CC[C@@]1(C)O[C@@H]21,nt,84,97,nt,102,94,90,91
Cn1cc(-c2csc(-c3cn(CCN)c4ccc(Br)cc34)n2)c2cccnc21,93,45,54,97,75,nt,93,110
CCN(CC)C(=S)SC1C(=O)c2cc(Cl)ccc2OC1c1ccc(Cl)cc1 (configuration not stated),93,64,88,85,100,81,89,90
Cc1csc(C#Cc2cncc(O)c2)n1,98,98,116,97,132,99,113,108
COc1cc(CNC(=O)/C=C/c2ccccc2)ccc1OCc1cn(-c2ccc([N+](=O)[O-])cc2)nn1,92,98,98,96,100,84,102,107
CC(=O)N1N=C(c2ccc(Nc3nc(Nc4ccc(F)cc4)nc(Nc4ccc(F)cc4)n3)cc2)CC1c1ccccc1 (configuration not stated),108,56,103,76,95,95,120,60
C#CC1(N2CCCCC2)CCCCC1,103,111,98,105,97,97,121,113

# Molecules above that contain an aryl methoxy group:
SMILES,UACC-257,T-47D,LOX IMVI,MALME-3M,HS 578T,UACC-62,BT-549,SK-MEL-2
COc1cc(-c2nc(-c3nc4cc(C(=O)c5ccccc5)ccc4[nH]3)cc3c2[nH]c2ccccc23)cc(OC)c1OC,109,89,85,102,96,76,80,87
COc1ccc(C(=O)/C=C/c2ccc(Cl)cc2)cc1S(=O)(=O)NNC(=O)c1ccncc1,104,96,81,114,101,101,106,109
COc1cc(CNC(=O)/C=C/c2ccccc2)ccc1OCc1cn(-c2ccc([N+](=O)[O-])cc2)nn1,92,98,98,96,100,84,102,107

# Next section
SMILES,UACC-257,T-47D,LOX IMVI,MALME-3M,HS 578T,UACC-62,BT-549,SK-MEL-2
Cc1ccc(S(=O)(=O)NCCCNc2cc(-c3cn(C(C)(C)C)nc3-c3cccc(O)c3)ccn2)cc1,72,44,14,62,60,67,nt,70
CCO/C=N/C1=C(C#N)C(c2ccc(Cl)cc2)c2c(c3cc(Cl)ccc3[nH]c2=O)O1 (configuration not stated),102,74,86,87,66,75,85,95
CS(=O)(=O)c1nccc(-c2c(-c3cccc(OCc4ccc(F)cc4)c3)nc3sccn23)n1,17,72,37,60,73,60,42,96
CC(C)C(NC(=O)CN)C(=O)O (configuration not stated),101&110,102,102&101,100&101,92&111,95&104,116&83,109&108
COc1ccc(C(=O)C2C(c3ccc(Br)cc3)C3CCCN3C23C(=O)c2ccccc2C3=O)cc1 (configuration not stated),97,82,90,99,92,87,96,101
COc1ccc(-c2nc(SCC(=O)c3ccc(Cl)c(Cl)c3)[nH]c(=O)c2C#N)cc1,103,102,100,115,103,100,112,127
CS/C(Nc1ccccc1)=C(\C#N)S(=O)(=O)c1ccccc1,95,91,104,122,115,101,98,115
O=C1/C(=C\c2cn(C(=O)c3ccc(Cl)cc3)c3ccccc23)c2ccccc2N1C(=O)c1ccc(Cl)cc1,nt,62,67,126,81,89,nt,50
O=C1c2ccccc2C(=O)c2cc(SC(=S)N3CCOCC3)c(Cl)cc21,110,91,89,97,119,85,96,111
COc1ccc(OC)c(-c2nc(SCC(=O)c3ccc(-c4ccccc4)cc3)[nH]c(=O)c2C#N)c1,89,99,103,98,110,102,98,100
Cn1c2ccccc2c2ssc(=S)c21,99,87,92,82,70,96,110,93
CC(C)=CN1CCCCC1,nt,94,102,102,104,103,94,102
Nc1c(C(=O)N/N=C/c2ccc(F)c(Oc3ccccc3)c2)cnn1CC(O)c1ccccc1 (configuration not stated),76,37,75,86,78,81,76,87
N#CCN1CCCC1,nt,123,90,97,96,99,104,103
CCOc1ccccc1[C@H]1C(C(=O)c2ccc(Cl)cc2)C2(N[C@@H]1c1ccccc1)C(=O)Nc1ccccc12 (some centres not stated),55,10,-48*,-16*,6.2*,-4.3*,-35*,-47*
CCC(=O)Nc1ccc(C(=O)c2ccccc2)cc1,106,105,100,134,102,104,nt,nt
O=C(NN1C(=O)CSC1c1ccc(Cl)cc1)c1[nH]c2ccc(F)cc2c1-c1ccccc1 (configuration not stated),74,52,61,85,95,49,51,49
CC1(C)CC(N2CCOCC2)=CC(=S)N1,nt,111,101,98,112,98,110,122
O=C(O)c1cc(N=Nc2ccc(N=Nc3c(Nc4ccccc4)ccc4cc(S(=O)(=O)O)cc(O)c34)cc2)ccc1O,97,101,99,109,96,103,116,111
CC[C@@H](C)[C@H](NC[C@H](O)CN1C(=O)/C(=C\c2cc(OC)c(OC)c(OC)c2)c2ccccc21)C(=O)OC,85,67,90,91,86,64,109,95
O=C(NNCN1C(=O)c2ccccc2C1=O)c1ccccc1,99,97,100,98,102,106,98,100
Cc1nc2ccccc2[nH]c1=S,117,100,95,101,103,103,110,107
CC(=O)C1=C(C)NC(NNC(=O)Nc2ccc(Br)cc2)=NC1c1ccc(Cl)cc1 (configuration not stated),111,100,100,104,109,96,94,108
COc1ccc(/C=C/c2nc(Nc3ccc(C(=O)/C=C/c4ccc(Cl)cc4)cc3)c3ccccc3n2)cc1,106,105,98,99,96,94,99,104
CCCc1c(C)[nH]c2ccc(Br)cc2c1=O,101,96,102,113,98,98,105,103
CCOC(=O)C1=C2N=C(C)C=C(c3ccccc3)N2NC(=O)N1,107,115,103,87,116,96,113,106
CCCCCCc1nc2c(c(C)nn2-c2ccccc2)c2c1CCCCC2,93,92,98,105,106,101,113,116
O=C1CSC(=S)N1/N=C/c1ccc(OCc2ccccc2)cc1,116,87,93,113,105,101,119,117
O=C(c1nc2ccccc2[nH]1)C1C(c2ccc([N+](=O)[O-])cc2)C2CC3CCCCC3N2[C@@]12C(=O)Nc1cc(Cl)ccc12 (some centres not stated),26,29,25,15,55,21,47,48
Cc1ccc(/C=C2\SC(=S)N(CCC(=O)Nc3ncc(Cc4ccc(Cl)cc4)s3)C2=O)cc1,102,103,101,99,102,99,112,106
COc1cc(C(=O)NC(=S)Nc2ccc3ccccc3c2)cc(OC)c1OC,91,91,91,90,94,37,121,84
Cc1c2cnccc2c(C)c2c1oc1ccccc12,87,77,42,63,54,54,81,112
Oc1ccc(CSc2nnc(-c3ccncc3)o2)c2cccnc12,-2.7*,16,21,2.3*,5.4*,18,24,8.9*
O=C(NC(=S)N1CCN(c2ncnc3c2cnn3-c2ccccc2)CC1)c1ccc(Br)cc1,89,73,41,53,54,61,65,87
COc1ccc(-c2nnc(-c3ccc4ccccc4c3)o2)cc1,85,97,95,108,111,nt,110,94
COc1ccc(-c2nc(SC)nc(N3CCOCC3)c2C#N)cc1,112,73,96,102,98,83,84,101
COc1cc(/C=N/Nc2ccc(F)cc2F)cc(OC)c1OC,106,57,40,93,94,28,98,90
CCCSC(SCCC)C1OC(c2ccccc2)OC2COC(c3ccccc3)OC21 (configuration not stated),96,70,87,92,93,89,99,nt
COC(=O)c1ccc2c(c1)C(=O)N(Cc1ccccc1)C2=O,95,93,98,108,95,95,105,110
Clc1ccc(/C=C/c2ccc(Cl)cc2Cl)c(Cl)c1,107,57,97,96,99,92,nt,94

# Part of the list above, with tabs:
structure	UACC-257	T-47D	LOX IMVI	MALME-3M	HS 578T	UACC-62	BT-549	SK-MEL-2
O=C(NN1C(=O)CSC1c1ccc(Cl)cc1)c1[nH]c2ccc(F)cc2c1-c1ccccc1 (configuration not stated)	74	52	61	85	95	49	51	49
CC1(C)CC(N2CCOCC2)=CC(=S)N1	nt	111	101	98	112	98	110	122
O=C(O)c1cc(N=Nc2ccc(N=Nc3c(Nc4ccccc4)ccc4cc(S(=O)(=O)O)cc(O)c34)cc2)ccc1O	97	101	99	109	96	103	116	111
CC[C@@H](C)[C@H](NC[C@H](O)CN1C(=O)/C(=C\c2cc(OC)c(OC)c(OC)c2)c2ccccc21)C(=O)OC	85	67	90	91	86	64	109	95
O=C(NNCN1C(=O)c2ccccc2C1=O)c1ccccc1	99	97	100	98	102	106	98	100

# (list continues)
SMILES,UACC-257,T-47D,LOX IMVI,MALME-3M,HS 578T,UACC-62,BT-549,SK-MEL-2
CC(=O)OCC(CCn1ccc(=O)[nH]c1=O)COC(C)=O,94,102,90,84,97,94,98,90
COC(=O)[C@H](CC(C)C)NC(=O)C1(C)CCC[C@]2(C)[C@H]3C[C@H]4C(C(C)C)=C[C@]3(CC[C@@H]12)[C@@H]1C(=O)OC(=O)[C@@H]14 (some centres not stated),92,80,100,90,85,93,93,108
C=C(C)[C@@H]1CC[C@]2(COC(=O)c3ccco3)CC[C@]3(C)[C@H](CC[C@@H]4[C@@]5(C)CC[C@H](OC(=O)c6ccco6)C(C)(C)[C@@H]5CC[C@]43C)[C@@H]12,95,104,107,106,110,96,153,110
CN(C)CCCNC(=S)Nc1ccc(/C=C/c2ccc(Cl)cc2)cc1,-80*,-49*,-65*,-95*,12,-82*,-69*,-85*
CCN(CC)CCC(O)c1ccc(Cl)c2ccccc12 (configuration not stated),108,108,100,107,53,106,111,110
O=C1c2c(c3c4cccnc4[nH]c3c3[nH]c4ccccc4c23)C(=O)N1O,89,45,73,86,89,66,81,99
COc1ccc(/C=C2\Oc3cc(OCCN4CCC(Cc5ccccc5)CC4)ccc3C2=O)cc1OC,73,61,7.2*,53,75,74,64,104
OC(c1ccccc1)C1(c2ccccc2)CCN(Cc2ccccc2)CC1 (configuration not stated),nt,101,94,94,97,104,96,107
CC(=O)C1C(=O)C(=O)N(c2ccc([N+](=O)[O-])cc2)C1=O (configuration not stated),102,98,93,106,94,92,109,120

# Retrieved one by one from above, two records:
SMILES,UACC-257,T-47D,LOX IMVI,MALME-3M,HS 578T,UACC-62,BT-549,SK-MEL-2
NC(N)=N/N=C/c1ccncc1,112,98,102,94,98,97,94,115
COc1ccc(/C=C2\Oc3cc(OCCN4CCC(Cc5ccccc5)CC4)ccc3C2=O)cc1OC,73,61,7.2*,53,75,74,64,104

# Four successive entries from above:
SMILES,UACC-257,T-47D,LOX IMVI,MALME-3M,HS 578T,UACC-62,BT-549,SK-MEL-2
C/C(Cc1ccc(Cl)cc1)=C(/c1ccc(Cl)cc1)c1ccc(OCCN2CCCCCC2)cc1,91,74,nt,89,89,100,104,98
COC(=O)C[C@](O)(CCCC(C)(C)O)C(=O)O[C@@H]1C(OC)=C[C@]23CCC(=O)N2CCc2cc4c(cc2[C@H]13)OCO4,109,98,103,109,94,106,111,112
CCCCCCCCCCCCNC(=O)COCc1ccccc1,100,95,90,104,99,86,102,113
Cc1cc(C)cc(NC(=O)CSc2nnc(-c3ccc(NC(=O)c4cccnc4)cc3)o2)c1,106,70,98,100,99,101,125,107
